Screens as filed in PubChem BioAssay.
GC-A act = GC-A stimulated cGMP production enhancers – HEK293 GC-A cells, cGMP TR-FRET, EC30 ANP, primary screen; Atrial natriuretic peptide receptor 1 (Homo sapiens), P16066; 0% at EC30 ANP, 100% saturating ANP; activation, % at 10 µM; hit rate 0.14% among 370,000; in the data active = activation above about 40%
NPR2 activator = human GC-B receptor activators, primary screen, HEK293 GC-B cells, cGMP TR-FRET, EC30 CNP; Atrial natriuretic peptide receptor 2 (Homo sapiens), P20594; hit rate 0.11% among 370,000; 0% at EC30 CNP, 100% saturating CNP; activation, % at 10 µM;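 active = activation at 10 µM reaching about 35% in either raw or pattern-adjusted values, limit read from the data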
FXN GAA850 act = FXN promoter activators, primary screen, cell-based, luciferase luminescence, HEK293 lucGAA850. hit rate 0.56% among 360,000. activation, % at 6 µM. HEK293 lucGAA850 FXN promoter luciferase reporter, 24 h; percent of 10 µM SAHA response. AID 540364, 2011;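 active = activation above the average of all compounds screened plus 3 SD, cutoff fixed separately per campaign, cut at about 7.5% in these data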;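 note: 0% = DMSO wells and 100% = 10 µM SAHA wells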
DAX1 inh-1 = DAX1 (NR0B1) inhibitors, primary screen, cell-based, HEK293, Gal4-DAX1, luciferase luminescence; Nuclear receptor subfamily 0 group B member 1 (Homo sapiens), P51843; HEK293 Gal4-DAX1 luciferase reporter; inhibition, % at 6.75 µM; hit rate 0.99% among 340,000; AID 504766, 2011;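 active = inhibition above the mean over all tested compounds plus 3 SD, cut at about 4.2% in these data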;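 note: 0% = DAX1-transfected cells with DMSO and 100% = empty-vector control cells with DMSO; inhibition shows as a rise in luminescence from relieved DAX1 repression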
hgDAF12 agonist = H. glycines DAF-12 receptor agonists, primary screen, cell-based, luminescence, HEK293, GAL4 fusion, UAS-luciferase | HEK293 GAL4-hgDAF12 UAS-luciferase reporter, agonist luminescence; normalized to butyrate control | Nuclear hormone receptor DAF-12 (Heterodera glycines), GAL4 fusion | hit rate 1.8% among 370,000 | activation, % at 6.8 µM;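 active = activation above a cutoff set at the mean of all screened compounds plus 3 SD, cut at about 10% in these data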;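 note: 0% = DMSO wells and 100% = sodium butyrate wells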
hcDAF12 agonist = H. contortus DAF-12 nuclear receptor activators, primary screen, cell-based, luminescence, HEK293, lit1-tk-luc reporter | HEK293 hcDAF-12 lit1-tk-luc reporter; 0% DMSO, 100% Δ7-dafachronic acid | activation, % at 6.8 µM | hit rate 1.4% among 370,000;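 active = activation above the mean of all tested compounds plus 3 SD, cut at about 5.5% in these data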;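 note: 100% = response to 3 µM Δ7-dafachronic acid high control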
ssDAF-12 act = S. stercoralis DAF-12 nuclear receptor activators, primary screen, cell-based, luminescence, HEK293, GRIP1 co-expression, lit1-tk-luc; Nuclear hormone receptor DAF-12 (Strongyloides stercoralis); hit rate 1% among 370,000; AID 652126, 2013; activation, % at 6.8 µM; HEK293 ssDAF-12/GRIP1 lit1-tk-luc reporter; % of 3 µM dafachronic acid response;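 active = activation above the mean over all tested compounds plus 3 SD, cut at about 0.9% in these data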;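 note: 0% = DMSO-only wells and 100% = 3 µM delta7-dafachronic acid wells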
DAX1 inh-2 = DAX1 (NR0B1) inhibitors on StAR promoter, primary screen, cell-based, luminescence, SF-1 (NR5A1), full-length DAX-1; HEK293T StAR-luciferase reporter, SF-1/DAX-1 repression relief; inhibition, % at 6.8 µM; hit rate 1.1% among 370,000; AID 652010, 2013;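 active = inhibition above the mean over all tested compounds plus 3 SD, cut at about 3.6% in these data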;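 note: 0% = DAX-1 cells with DMSO and 100% = cells lacking DAX-1 with DMSO; higher inhibition means more luminescence from relief of DAX-1 repression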
SMARCA2 activ = SMARCA2 (BRM) function activators, primary screen, cell-based, luminescence, high throughput | MG213 cells, MMTV-luciferase reporter, dexamethasone, overnight | activation, % at 9.1 µM | hit rate 1% among 370,000; in the data active = activation above about 7.8%;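 note: 0% = vehicle wells and 100% = reference activator wells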
sPLA2-III inh = human group III sPLA2 inhibitors, primary screen, biochemical, QFRET, BODIPY PC-A2 liposome substrate; Group 3 secretory phospholipase A2 (Homo sapiens), Q9NZ20; inhibition, % at 12.2 µM; hit rate 0.56% among 370,000; QFRET BODIPY PC-A2 liposome hydrolysis, fluorescence; AID 743126, 2013;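 active = inhibition above mean plus 3 SD of compounds lying within the high and low control bounds, cut at about 19% in these data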;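 note: 0% = median of test compound wells and 100% = no enzyme DMSO wells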
Target sequence (Q9NZ20 whole entry, looked up): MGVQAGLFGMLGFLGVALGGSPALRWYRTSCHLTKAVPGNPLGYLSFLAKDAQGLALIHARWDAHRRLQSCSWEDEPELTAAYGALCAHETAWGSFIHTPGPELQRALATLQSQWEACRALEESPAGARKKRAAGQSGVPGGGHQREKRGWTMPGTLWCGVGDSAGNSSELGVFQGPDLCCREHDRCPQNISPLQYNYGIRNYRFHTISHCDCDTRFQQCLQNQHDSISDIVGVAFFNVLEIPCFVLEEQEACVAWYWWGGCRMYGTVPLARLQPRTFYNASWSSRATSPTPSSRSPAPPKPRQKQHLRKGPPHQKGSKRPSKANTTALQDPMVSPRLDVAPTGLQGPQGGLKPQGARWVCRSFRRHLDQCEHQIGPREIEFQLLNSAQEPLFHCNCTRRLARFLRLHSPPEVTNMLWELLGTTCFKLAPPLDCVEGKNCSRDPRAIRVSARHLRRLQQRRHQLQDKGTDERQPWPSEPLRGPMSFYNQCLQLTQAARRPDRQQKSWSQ
ADAM10 inh = human ADAM10 inhibitors, primary screen, biochemical, QFRET, HTS; Disintegrin and metalloproteinase domain-containing protein 10 (Homo sapiens), O14672; recombinant ADAM10, EDANS/DABCYL FRET peptide cleavage, 3 h; inhibition, % at 7 µM; hit rate 0.62% among 370,000; AID 720582, 2013;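 active = inhibition above a per-campaign cutoff equal to the mean of compounds falling between control-based bounds plus 3 SD, cut at about 20% in these data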;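 note: 0% = DMSO wells while the 100% control is not disclosed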
Target sequence (O14672 214-748 limits assumed): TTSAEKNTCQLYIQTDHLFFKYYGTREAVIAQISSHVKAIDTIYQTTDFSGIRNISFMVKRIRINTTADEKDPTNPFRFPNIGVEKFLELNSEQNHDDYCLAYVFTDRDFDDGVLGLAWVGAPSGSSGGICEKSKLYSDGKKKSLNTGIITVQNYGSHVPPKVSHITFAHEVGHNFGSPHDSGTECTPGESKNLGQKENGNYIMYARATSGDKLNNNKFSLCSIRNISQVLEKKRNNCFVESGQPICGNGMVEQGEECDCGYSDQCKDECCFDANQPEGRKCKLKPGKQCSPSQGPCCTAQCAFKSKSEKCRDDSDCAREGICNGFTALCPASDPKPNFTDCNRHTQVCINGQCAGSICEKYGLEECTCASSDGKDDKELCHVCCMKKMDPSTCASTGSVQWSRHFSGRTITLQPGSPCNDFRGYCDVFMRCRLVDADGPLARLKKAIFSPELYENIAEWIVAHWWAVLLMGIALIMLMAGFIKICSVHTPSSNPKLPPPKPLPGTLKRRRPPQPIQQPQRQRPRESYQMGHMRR
An asterisk follows results filed as active; . = no result given. These rows are one share of the data; the hit share may differ from the screen's.

Results follow in this order: FXN GAA850 act	ADAM10 inh	DAX1 inh-2	hgDAF12 agonist	ssDAF-12 act	sPLA2-III inh	GC-A act	DAX1 inh-1	NPR2 activator	hcDAF12 agonist	SMARCA2 activ
- c1ccc(-c2nnc(C3CC(c4cccnc4)=NO3)o2)cc1 (stereo not drawn)
→ 2.1	-26	0.3	0.2	-1.0	14	-1	2.9	4	-1.5	0
- CC(C#N)CCC#N (stereo not drawn)
→ -2.3	-5	0.3	-0.7	-0.2	2	0	0.6	-4	-2.0	-2
- COc1ccc(C(c2nnnn2C(C)(C)C)N2CCC3(CC2)C(=O)NCN3c2ccccc2)cc1 (stereo not drawn)
→ .	-1	-0.7	1.0	-0.4	-1	-6	.	-5	-1.2	-3
- Cc1ccc2c(c1)cc1c(=O)n(CC(=O)N3CCC4(CC3)OCCO4)nc(C)n12
→ 0.1	-67	-0.5	0.6	-1.2	5	4	-0.2	9	-2.2	7
- Cc1ccccc1NC1(C#N)CCCCC1
→ 0.1	1	0.0	-1.7	-1.1	1	1	-0.5	2	-1.6	-3
- COc1ccccc1CCNC1CCCCCC1
→ 1.6	-7	0.0	4.6	-1.4	0	-3	0.2	-3	-0.2	-2
- CC(C)NC(C)Cc1ccc(I)cc1 (stereo not drawn)
→ 0.1	-6	0.6	-0.9	-1.9	6	3	-1.3	-2	-1.1	4
- O=P(O)(Oc1ccccc1)OC(c1ccccc1)C(F)(F)F (stereo not drawn)
→ 1.6	-2	-0.4	-1.2	-0.1	-2	1	-0.3	2	-1.0	-1
- CCc1n[nH]c(CCN)n1
→ 1.9	6	-0.7	-1.6	-0.6	-1	2	-0.8	1	-1.3	1
- CC(C)(C)C(O)C(Oc1ccc(Cl)cc1)n1cncn1 (stereo not drawn)
→ -0.6	-7	1.3	-1.0	-1.1	-1	-2	-0.9	-1	-2.5	-1
- CN1CC(C(=O)c2ccc(Cl)cc2)C(c2ccc(Cl)cc2Cl)C1 (stereo not drawn)
→ -0.6	7	-0.3	-0.1	-1.2	-9	-58	0.0	-17	0.2	-1
- COC(=O)c1ccc(NC(=O)NC(=O)Oc2ccccc2)cc1
→ 1.5	-5	1.6	-0.1	-0.8	-1	3	-0.6	4	-0.9	-2
- COc1cc2c(cc1OC)C1[C@H]3C(=CC[C@H]1OC2O)CCN3C (stereo partly drawn)
→ -1.8	-6	0.4	2.0	-0.9	5	1	0.1	3	0.3	-1
- Cc1ccccc1NC(=O)Cc1nc(COC(=O)Cc2ccccc2)cs1
→ 0.0	-10	-0.9	3.4	-0.8	-42	1	-0.6	0	-1.9	-4
- CSc1ncc(/C=C2/C(=O)NC(=O)N(C)C2=O)cn1
→ 2.3	-14	-0.5	0.0	-0.8	-1	-1	0.0	-11	1.2	2
- CCCC(C)C(=O)NC1CCSC1=O (stereo not drawn)
→ -0.5	1	-0.3	-2.5	-1.4	6	-3	-0.1	3	1.5	2
- C[C@]12CC[C@H]3[C@@H](CCC4=CC(=O)CC[C@@H]43)[C@@H]1CC[C@@H]2O
→ 1.3	-21	0.1	-2.1	-1.8	14	2	-0.2	1	-0.7	-8
- CC1NCCC2(O)CCCCC12 (stereo not drawn)
→ 2.2	-6	0.2	-2.1	-1.7	8	-1	1.7	0	-0.2	-3
- Oc1ccccc1C1NCc2ccccc2-n2cccc21 (stereo not drawn)
→ 0.1	13	0.1	-2.8	-0.8	-1	4	-0.8	-11	-1.7	4
- S=P(Nn1cnnc1)(c1ccc(Br)cc1)c1ccc(Br)cc1
→ 0.1	-10	-0.1	-2.9	-1.1	-24	-3	-0.7	0	-0.9	-5
- CCOP(=S)(OCC)Oc1cc(C)oc(=O)c1
→ -1.4	2	0.3	-0.1	-1.1	-3	0	3.0	3	-1.7	-2
- CC(C)C(=O)Nc1ccc(S(=O)(=O)N2CC3CC(C2)c2cccc(=O)n2C3)cc1 (stereo not drawn)
→ 1.7	3	-0.4	-3.1	-1.8	0	2	-1.3	6	-1.9	-1
- C[N+]1(CC2COC(c3ccco3)O2)CCCCC1 (stereo not drawn)
→ 1.2	4	0.5	-0.1	-0.8	6	-2	-0.3	2	-0.7	2
- CC(=NCCCO)c1c(O)n(Cc2ccccc2)c(=O)[nH]c1=O
→ -2.1	-1	0.2	0.9	-1.3	-1	7	-0.6	7	-0.3	-2
- Cc1c(C)c2cc(Cl)c(OCC(=O)N3C[C@H]4C[C@@H](C3)c3cccc(=O)n3C4)cc2oc1=O
→ 0.0	-92	0.1	0.2	-1.3	6	0	3.3	3	-1.3	2
- C=CCn1c(O)c(/C=N/NC(=O)c2ccncc2)c(=O)[nH]c1=O
→ -0.4	-12	-0.2	2.7	-1.9	-6	-1	1.4	3	0.4	6
- COc1cccc(OC)c1C(=O)NC(=S)N1C[C@H]2C[C@H](C1)c1cccc(=O)n1C2
→ 0.7	-18	0.6	-2.4	-0.9	13	0	1.4	2	-0.2	-2
- CCOCCCNC(=O)CN1C2CCC1CC(O)(c1ccc(OC)cc1)C2 (stereo not drawn)
→ 0.2	-4	0.1	-1.8	-1.1	16	0	-0.9	-2	-1.1	-4
- O=CC(Cl)P(=O)(N1CCCCC1)N1CCCCC1 (stereo not drawn)
→ -0.5	0	-0.3	-1.6	-1.0	-3	2	1.2	0	-2.4	3
- O=c1[nH]c2ccccc2n1C1CCN(C(c2nnnn2-c2ccc3c(c2)OCCO3)C2CC2)CC1 (stereo not drawn)
→ .	-3	-2.7	-0.3	-1.2	6	-6	.	-1	-1.8	-3
- COc1ccccc1-n1c(-c2ccoc2)nc2ccccc2c1=O
→ -0.4	8	-1.0	0.0	-1.5	7	-5	-1.2	-5	-2.4	-2
- CN1c2ccc([N+](=O)[O-])cc2CC2(C(=O)NC(=O)NC2=O)C1c1ccccc1 (stereo not drawn)
→ 1.4	10	0.5	0.3	-1.3	0	1	-0.8	0	0.1	1
- Cc1nn(Cc2ccccc2)c(C)c1C(=O)OCC(=O)Nc1cc(S(C)(=O)=O)ccc1Cl
→ 1.3	1	-0.9	0.2	-1.3	2	-2	-1.7	-4	0.0	6
- Cc1nn(Cc2c(Cl)cccc2Cl)c(Cl)c1C(=O)O
→ -0.9	-7	-0.7	-0.7	-1.2	0	1	0.2	2	-0.8	-2
- CCCCC(=O)N/N=C/c1c(O)n(CCc2ccccc2)c(=O)[nH]c1=O
→ 1.6	-6	0.0	2.0	-1.6	-16	-3	.	2	-1.4	-1
- CCCCn1c(=O)c(C(=O)Nc2ccccc2S(N)(=O)=O)c(O)c2ccccc21
→ -0.3	5	1.4	0.9	-0.1	-9	-3	1.5	5	1.3	0
- COc1ccccc1N1CCN(Cc2ccc(SC)cc2)CC1
→ -0.3	10	-0.5	-0.2	-1.1	0	-3	-1.2	7	-1.9	0
- COc1ccc(-c2nc(CS(=O)CC(=O)N3CCC4(CC3)OCCO4)c(C)o2)cc1 (stereo not drawn)
→ 1.5	0	0.7	0.7	-0.8	0	2	-0.6	3	-0.1	0
- COC(=O)C1=C(c2ccc(OC)c(OC)c2)C[C@@H]2CC[C@H]1N2C(=O)NCc1ccco1
→ -1.9	-2	0.1	-1.0	-1.2	3	4	0.1	8	-0.7	-1
- CSCc1nnc2n1-c1ccc(Cl)cc1C(c1ccccc1)=NC2
→ -0.1	3	0.7	0.1	-1.0	3	-9	-0.3	-9	-1.5	0

An excerpt from above in order of heavy-atom count, smallest number first.
Results follow in this order: FXN GAA850 act	ADAM10 inh	DAX1 inh-2	hgDAF12 agonist	ssDAF-12 act	sPLA2-III inh	GC-A act	DAX1 inh-1	NPR2 activator	hcDAF12 agonist	SMARCA2 activ
- CCCC(C)C(=O)NC1CCSC1=O (stereo not drawn)
→ -0.5	1	-0.3	-2.5	-1.4	6	-3	-0.1	3	1.5	2
- S=P(Nn1cnnc1)(c1ccc(Br)cc1)c1ccc(Br)cc1
→ 0.1	-10	-0.1	-2.9	-1.1	-24	-3	-0.7	0	-0.9	-5
- C=CCn1c(O)c(/C=N/NC(=O)c2ccncc2)c(=O)[nH]c1=O
→ -0.4	-12	-0.2	2.7	-1.9	-6	-1	1.4	3	0.4	6

The list goes on:
Results follow in this order: FXN GAA850 act	ADAM10 inh	DAX1 inh-2	hgDAF12 agonist	ssDAF-12 act	sPLA2-III inh	GC-A act	DAX1 inh-1	NPR2 activator	hcDAF12 agonist	SMARCA2 activ
- O=C(c1ccccc1F)c1cn(CC(=O)N2CCCC2)c2ccccc12
→ 0.1	10	-1.2	2.1	-1.1	1	-5	0.1	1	-2.5	4
- O=c1[nH]c(O)c(C=Nc2cc(F)cc(F)c2)c(=O)[nH]1
→ 4.2	6	0.2	-1.9	-1.1	11	-3	1.7	3	-0.4	0
- CCc1ccccc1NC(=O)CNC1CCCCC1
→ 2.6	-14	-0.4	-2.9	-1.2	7	2	1.3	0	-1.9	-7
- CC(N)C(=O)c1ccco1 (stereo not drawn)
→ -0.1	-10	-0.2	-3.3	-1.2	2	4	-0.4	7	-0.4	-1
- O=S(=O)(c1ccccc1)N1Cc2ccccc2-n2nncc2C1
→ -0.7	-10	-1.2	-0.6	-1.3	-4	2	2.0	6	0.6	-3
- c1ccc(-c2ccc(CN3Cc4ccccc4-n4nncc4C3)cc2)cc1
→ -1.4	9	-3.9	-2.9	-1.8	-7	1	-1.8	0	-2.6	-3
- CN(C)C(Cc1ccccc1)C(=O)c1c[nH]c2ccccc12 (stereo not drawn)
→ -0.6	-7	0.5	2.2	0.4	-2	-30	-0.6	-11	6.8*	0
